Screens as filed in PubChem.
12-LOX inh: Primary qHTS assay for inhibitors of human arachidonate 12S-lipoxygenase (ALOX12): Round 2; Polyunsaturated fatty acid lipoxygenase ALOX12 (Homo sapiens), P18054; purified 12hLO, xylenol orange hydroperoxide absorbance; Potency, µM (series often up to 108 µM), without a hit: top-dose activity change, negative = inhibition, most hits filed as inhibitors; actives 1.1% (n = 580,000); AID 1671190, 2021; active = well fitted inhibition curve with a large enough effect; inconclusive = small, poorly fitted or top-dose-only effect, or another doubt; inactive = no such curve, though single readings can be large or run the other way
Target sequence (P18054 whole entry, looked up): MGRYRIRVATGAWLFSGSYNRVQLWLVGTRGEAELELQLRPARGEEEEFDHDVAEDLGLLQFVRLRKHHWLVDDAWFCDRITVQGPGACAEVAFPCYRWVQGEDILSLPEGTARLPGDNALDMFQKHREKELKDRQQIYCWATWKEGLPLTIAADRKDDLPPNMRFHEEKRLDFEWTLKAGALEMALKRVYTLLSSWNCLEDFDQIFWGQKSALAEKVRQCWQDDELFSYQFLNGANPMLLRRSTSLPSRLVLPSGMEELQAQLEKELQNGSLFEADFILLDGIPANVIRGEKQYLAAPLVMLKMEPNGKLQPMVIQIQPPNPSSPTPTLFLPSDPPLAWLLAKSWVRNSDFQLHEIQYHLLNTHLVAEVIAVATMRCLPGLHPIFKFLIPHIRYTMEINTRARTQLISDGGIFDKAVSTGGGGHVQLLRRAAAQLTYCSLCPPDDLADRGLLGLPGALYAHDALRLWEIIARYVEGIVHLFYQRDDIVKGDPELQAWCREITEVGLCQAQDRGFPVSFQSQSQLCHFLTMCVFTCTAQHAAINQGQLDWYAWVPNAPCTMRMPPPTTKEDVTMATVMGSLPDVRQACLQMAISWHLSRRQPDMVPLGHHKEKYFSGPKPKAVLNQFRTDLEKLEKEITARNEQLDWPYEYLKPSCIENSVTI
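Purified human 12hLO at 150 nM in 25 mM Hepes, 0.01% Triton X-100, pH 7.0, preincubated 15 min at room temperature with compound. Reaction started with 40 uM arachidonic acid, 30 min at room temperature. Hydroperoxide measured by Fe-xylenol orange, 573/405 nm absorbance ratio.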
Starred values were filed as active, the others as inactive; & = joins results of further samples; [ ] = another dose, or the depositor's remark. % is set by controls: 0 for no effect and ±100 for the full control effect; potency is the fitted concentration of half-maximal effect.

CCNC(=O)N1CCC(Oc2ccccc2-c2nc(-c3cnccn3)no2)C1 (configuration not stated) was read as 12-LOX inh 32%.
`Oc1ccccc1-c1cc(C2=CCOCC2)c2cncn2c1` gave 12-LOX inh -5%[176 µM].
For COc1ccc([C@H]2C[C@@H](O)[C@@H](O)[C@@H]2NC(=O)Cc2ccc(Cl)cc2)cc1 the results were 12-LOX inh 23%[176 µM].
For COc1ccc(S(=O)(=O)Oc2ccc3c(c2)O/C(=C\c2cccc(C)c2)C3=O)cc1 the results were 12-LOX inh -12%.
Screening CS(=O)(=O)c1cccc(C(=O)N2CCN(CCc3ccccc3)CC2)c1 returned 12-LOX inh 27%.
For COc1cccc(C(=O)N2C(C(=O)NCc3ccccc3)COC23CCN(C(=O)C2CC2)CC3)c1 (configuration not stated) the results were 12-LOX inh 48%[activator].
`O=C/C=C/c1ccc(O)cc1` gave 12-LOX inh 8%.
`COC(=O)c1ccc(C2C(C#N)=C(C)NC(C)=C2C(=O)Nc2ccccc2)cc1` (configuration not stated) gave 12-LOX inh 25%.
For COc1ccc(CCN(C)C2CCCN(c3ncccc3C#N)C2)cc1OC (configuration not stated) the results were 12-LOX inh -6%.
`O=C(CCc1ncc(-c2c(F)cccc2F)o1)Nc1ccccn1` gave 12-LOX inh 36%.
Cn1c(=O)c2c(ncn2CC(=O)NCCc2ccc(F)cc2)n(C)c1=O was read as 12-LOX inh -21%.
Cc1ccccc1-c1cc(=O)c2cc(NC(=O)c3ccccc3F)ccc2o1 was read as 12-LOX inh 12%.
Screening c1cc2nc(-c3ccsc3)[nH]c2cn1 returned 12-LOX inh 89%&33%[activator][176 µM].
CCOc1ccccc1NC(=O)CSc1nccn1-c1cccc(C(F)(F)F)c1 was read as 12-LOX inh -8%.
Screening CC(=O)Oc1cccc(C(=O)Nc2ccc(-c3nc4cc(C)ccc4o3)cc2)c1 returned 12-LOX inh -1%.

By substructure, the compounds so far containing a cyano group.
`COC(=O)c1ccc(C2C(C#N)=C(C)NC(C)=C2C(=O)Nc2ccccc2)cc1` (configuration not stated) gave 12-LOX inh 25%.
For COc1ccc(CCN(C)C2CCCN(c3ncccc3C#N)C2)cc1OC (configuration not stated) the results were 12-LOX inh -6%.

New compounds follow:
For COCCCN1CC2(CCN(C(=O)c3cc(C(C)C)oc3C)CC2)CC1=O the results were 12-LOX inh 5%.
CC(C)N(C(=O)Cn1c(CN2CCCCCC2)nc2ccccc21)c1ccccc1 was read as 12-LOX inh -1%.
COc1ccccc1C(=O)Nc1ccc(OCC(=O)NCc2cccs2)cc1 was read as 12-LOX inh 2%.
CC1=CCC2C(C)(C)CCCC2(C)C1CC/C(C)=C/CC/C(C)=N/O (configuration not stated) was read as 12-LOX inh 13%.
Screening CC(C)C1=CC2C3C(C(C(C)C)=CC(=O)[C@@]3(C)O)C1C(=O)C2(C)O (some centres not stated) returned 12-LOX inh 1%.
For O=C(Nc1cc(C(F)(F)F)cc(C(F)(F)F)c1)c1cc(Cl)ccc1O the results were 12-LOX inh 3%.
`COC(=O)CNC(=O)/C=C/c1ccccc1` gave 12-LOX inh -13%.
CN1CCCCCCN(C(=O)c2ccoc2)[C@H]2CCC[C@H]2C1=O was read as 12-LOX inh 18%.
`CCOC(=O)CCCCCCN` gave 12-LOX inh 8%.
Screening COc1cc(OC)cc(OC(=O)C2CCCCC2)c1 returned 12-LOX inh -8%.
COC(=O)c1ccc(COC(=O)CSc2cnc3ccccc3n2)cc1 was read as 12-LOX inh 40%[activator].
`O=C(NCc1ccc(F)cc1)c1nc(-c2cccnc2)c2ccccn12` gave 12-LOX inh -2%[6.33 µM].
For COc1ccc(C2C(C#N)=C(N)N(c3ccccc3Cl)C3=C2C(=O)CCC3)cc1O (configuration not stated) the results were 12-LOX inh inconclusive.
Screening COc1cncc(CN2CC[C@@H]3OCC(=O)N(Cc4ccccc4)[C@H]3CC2)c1 returned 12-LOX inh 10%[176 µM].
`O=C(CC1CCCCC1)N1CC(CO)C2(CCNCC2)C1` (configuration not stated) gave 12-LOX inh inconclusive.
`CCCCN(CCCC)C(=O)c1csc(Br)c1` gave 12-LOX inh -39%.
`Cc1cc(S(=O)(=O)Nc2ccc(F)c(C(F)(F)F)c2)sc1C(=O)O` gave 12-LOX inh -6%.
For COCc1nc(C2CC(N)C2)cc(N(C)Cc2sccc2C)n1 (configuration not stated) the results were 12-LOX inh 15%.
CC(=O)Nc1cccc(C(=O)NC2(c3ccc(F)cc3)CCC2)c1 was read as 12-LOX inh -1%.
For Cc1ccc(CCNC(=O)C2CCCN(c3nc(C)nc4onc(C)c34)C2)cc1 (configuration not stated) the results were 12-LOX inh -23%.
Screening COC(=O)N1Cc2ccnnc2CC1c1ccccc1-c1ccccc1 (configuration not stated) returned 12-LOX inh -9%.
For CC1(CCCCc2ccccc2)COc2ccc(C(=O)N3CCNC(=O)C3)cc2N1 (configuration not stated) the results were 12-LOX inh 19%[176 µM].
`CC(C)(O)C#Cc1ccc(C(=O)N2CCN(Cc3ccccc3)CC2)cc1` gave 12-LOX inh 19%.
For CC(C)c1nnsc1CNCc1ccccc1OCCCCN1CCOCC1 the results were 12-LOX inh 36%[activator].
Screening O=S(=O)(c1ccc(-c2csc(NC3CCCC3)n2)cc1)N1CCCC1 returned 12-LOX inh inconclusive.
For CC(C)Cn1nc(C(=O)N2CCC(C(=O)Nc3ccc4c(c3)OCO4)CC2)c2ccccc2c1=O the results were 12-LOX inh 9%.
`Cc1noc(C)c1-c1cc2cc(CO)oc2c(N2CCN(c3ccccn3)CC2)n1` gave 12-LOX inh 0%[176 µM].
COc1ccc(OC2CN([S+](=O)([O-])c3cccc(C(F)(F)F)c3)C2)cc1 was read as 12-LOX inh 3%[6.33 µM].
Screening COC(=O)c1cc(NCC(=O)N2CCNC2=O)ccc1Cl returned 12-LOX inh inconclusive.
For COc1cccc(Nc2cc(CN3CCC(C)(NC(C)=O)CC3)cc(OC)c2)c1 the results were 12-LOX inh 40µM*.

Some of these compounds in order of formula weight, rising:
COc1ccc(OC2CN([S+](=O)([O-])c3cccc(C(F)(F)F)c3)C2)cc1 was read as 12-LOX inh 3%[6.33 µM].
For COc1cccc(Nc2cc(CN3CCC(C)(NC(C)=O)CC3)cc(OC)c2)c1 the results were 12-LOX inh 40µM*.
For CC(C)Cn1nc(C(=O)N2CCC(C(=O)Nc3ccc4c(c3)OCO4)CC2)c2ccccc2c1=O the results were 12-LOX inh 9%.

The main list resumes, repeating the two entries before the break.
Screening COC(=O)c1cc(NCC(=O)N2CCNC2=O)ccc1Cl returned 12-LOX inh inconclusive.
For COc1cccc(Nc2cc(CN3CCC(C)(NC(C)=O)CC3)cc(OC)c2)c1 the results were 12-LOX inh 40µM*.
Screening CCN1c2cc(C(=O)Nc3cccc(C(C)C)c3)ccc2C(=O)N2CCCCCC21 (configuration not stated) returned 12-LOX inh inconclusive.
O=C(NCc1ccccc1)c1ccccc1NS(=O)(=O)c1ccc2[nH]c(=O)[nH]c2c1 was read as 12-LOX inh 6%.
For CC(=O)N1CCC(C2CCN(C(=O)C3CC=CCC3)C2)CC1 (configuration not stated) the results were 12-LOX inh 27%.
`COc1ccccc1-c1nnc(SCC(=O)Nc2ccccc2C#N)n1-c1ccc(C)cc1` gave 12-LOX inh 14%.
For CCC1(CC)CCN(C(=O)c2coc(COc3ccc4sc(C)nc4c3)n2)C1 the results were 12-LOX inh 69%[activator].
`CCOc1cc(=O)n2c(c1C(=O)Nc1cccc(Cl)c1C)CCCC2` gave 12-LOX inh 58%[activator].
For Cc1cc(N2CCN(C(C(=O)O)c3c[nH]c4ccccc34)CC2)nc2ccccc12 (configuration not stated) the results were 12-LOX inh -1%.
O=C(O)Cn1cc(C(C(=O)O)N2CCN(c3ccccc3)CC2)c2ccc(F)cc21 (configuration not stated) was read as 12-LOX inh inconclusive.
Screening COc1ccc(C2(C(=O)N(C)Cc3cccc(OC(F)(F)F)c3)CCOCC2)cc1 returned 12-LOX inh -7%[6.33 µM].
Screening COCc1cn(CC(=O)c2sc(NC(=O)C(C)(C)C)nc2C)nn1 returned 12-LOX inh 5%.
Screening CN(Cc1cccc2ncccc12)C(=O)c1cnn(-c2nccc(-c3ccccc3F)n2)c1C1CC1 returned 12-LOX inh 16%.
CC(=O)N1CCN(c2ncccc2-c2cc(-c3ccccc3)nc3c(C)noc23)CC1 was read as 12-LOX inh -23%[176 µM].
Screening Fc1ccc2[nH]cc(CCNC(=S)Nc3ccc(Nc4ccccc4)cc3)c2c1 returned 12-LOX inh inconclusive.
For COc1cc(C)cc(C(C(=O)O)N2CCN(c3cnccn3)CC2)c1OC (configuration not stated) the results were 12-LOX inh 6%.
`O=[N+]([O-])c1ccc(Oc2cccc3cccnc23)cc1C(F)(F)F` gave 12-LOX inh -2%.
Screening O=C1CCCN1CC(=O)N1CCC(C2CCN(Cc3cccc(F)c3F)CC2)C1 (configuration not stated) returned 12-LOX inh 39%[activator].
`Cc1cnc(-c2cccnc2)n1CC1CCN(CC2CC2)CC1` gave 12-LOX inh 24%.
`CC(C)Cc1cc(CC2(NCc3ccc(N(C)C)cc3)COC2)no1` gave 12-LOX inh 32%[activator][176 µM].
For CCN1C(=O)CCC2(C(=O)NCc3cccc(F)c3)CCCC=C12 (configuration not stated) the results were 12-LOX inh 27%.
`Cc1ccc(NC(=O)CC2CCCN(c3cnn(CC4CC4)c(=O)c3)C2)cc1C` (configuration not stated) gave 12-LOX inh 3%.
CCOC(=O)c1[nH]c(C)c(CNCCc2ccc(OC)c(OC)c2)c1C was read as 12-LOX inh inconclusive.
For COc1ccc(C(=O)Nc2sc3c(c2C(N)=O)CCC(C)C3)c(OC)c1OC (configuration not stated) the results were 12-LOX inh -30%.
For COCCN1C(=O)CO[C@H]2CN(C(=O)c3ccc(F)cc3)C[C@H]21 the results were 12-LOX inh 5%[176 µM].
CCCOCCCNC(=O)c1c(C)noc1-c1cccc(F)c1 was read as 12-LOX inh 105%[activator].
`O=C1CCN(S(=O)(=O)c2ccccc2)CCCN(C(=O)c2ccoc2)CCN1` gave 12-LOX inh 11%.
Screening Cc1cc2c(cc1C)CSC(c1ccccc1OC(=O)c1cccc3ccccc13)SC2 returned 12-LOX inh -15%.
Screening Cn1nc2n(c1=O)CCC(NC(=O)c1n[nH]c3c1CC(C(C)(C)C)CC3)CC2 (configuration not stated) returned 12-LOX inh 53%[activator].
`Cc1nnc(-c2cc(N3CCN(c4ccccn4)CC3)ccn2)n1C(C)C` gave 12-LOX inh -16%[176 µM].
For CCCN(CC)c1ccc(C(=O)NCC(=O)NCC(F)(F)F)cc1 the results were 12-LOX inh 53%.
COCCC1(NS(C)(=O)=O)CCN(C(=O)c2ccc(OC)nc2)CC1 was read as 12-LOX inh 17%.
Cn1c(=O)c2[nH]c(N3CCC(C(=O)O)CC3)nc2n(C)c1=O was read as 12-LOX inh -10%.
Screening COc1ccccc1-c1nc(NCCN2CCOCC2)c2ccccc2n1 returned 12-LOX inh inconclusive.
For CC(C)NC(=O)CN1CCN(c2nccc(N3CCC(O)CC3)n2)CC1 the results were 12-LOX inh 2%.
For CCC(NC(=O)c1ccc(C)s1)c1ccccc1 (configuration not stated) the results were 12-LOX inh 15%.
Screening O=C(O)/C(=C\c1ccc(Br)cc1)Sc1nc2ccccc2s1 returned 12-LOX inh 8.9µM*.
`O=c1cc(O)c2sc3nc(C45CC6CC(CC(C6)C4)C5)cc(C(F)(F)F)c3c2[nH]1` gave 12-LOX inh inconclusive.
O=C1O[C@@H]2CN(c3ncccn3)C[C@@H]2N1CCc1ccc(F)cc1 was read as 12-LOX inh 11%.
`COc1ccc(-c2[nH]nc3c2C(c2ccc(F)cc2)C2=C(CC(C)(C)CC2=O)N3)cc1` (configuration not stated) gave 12-LOX inh inconclusive.
`CCC(c1cccs1)N1C(=O)[C@H]2CN(S(=O)(=O)c3ccccc3F)C[C@H]2C1=O` (some centres not stated) gave 12-LOX inh 45%[activator].
COC(=O)c1cc(-c2ccco2)nc2onc(-c3ccccc3)c12 was read as 12-LOX inh inconclusive.
Screening Cc1ccc2nsnc2c1NC(=O)c1ccc(Cl)cc1Cl returned 12-LOX inh -6%.
Cc1cc(COc2ccccc2)oc1C(=O)N1CCn2nc(C(C)O)cc2C1 (configuration not stated) was read as 12-LOX inh 44%[activator].
`O=C(Cn1nc(C(=O)O)c2ccccc2c1=O)Nc1ccc(F)c(F)c1F` gave 12-LOX inh -3%.
Screening COc1cccc(COC2CN(C(=O)CCn3nccc3C)CC(=O)N(Cc3ccccn3)C2)c1 (configuration not stated) returned 12-LOX inh 20%.
Screening CNC(=O)c1cccc(CNC(=O)C=C(C)C)c1 returned 12-LOX inh 15%.
`CCNC(=O)c1cc(-c2ccc(C)s2)nc2ccccc12` gave 12-LOX inh inconclusive.
Cc1cn2nnc(C(=O)N3CCC(C(=O)NCc4ccccc4)CC3)c2c(=O)[nH]1 was read as 12-LOX inh 0%.
Screening CC1=C[C@@H](CN2CCC(C(N)=O)CC2)[C@H](C(C)C)C[C@H]1Cc1nnc(-c2ccc(N(C)C)cc2)o1 returned 12-LOX inh 48%[activator].

Reprinted at random: three records from the list.
CCOC(=O)c1[nH]c(C)c(CNCCc2ccc(OC)c(OC)c2)c1C was read as 12-LOX inh inconclusive.
CC1=CCC2C(C)(C)CCCC2(C)C1CC/C(C)=C/CC/C(C)=N/O (configuration not stated) was read as 12-LOX inh 13%.
`O=c1cc(O)c2sc3nc(C45CC6CC(CC(C6)C4)C5)cc(C(F)(F)F)c3c2[nH]1` gave 12-LOX inh inconclusive.

Some of the compounds tested; count on the stated rates, not on these rows.
